# TRPC4 agonist = activators of mouse TRPC4 channel; B-score at 10 µM; HEK293 TRPC4beta/mu-opioid, Fluo4 calcium fluorescence; active compounds read high; 310,000 compounds, 0.49% hits;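 active means B-score above 5 SD of library B-scores, and initial fluorescence ratio not above library mean plus 5 SD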;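 further: positive B-score marks a calcium rise read as TRPC4 activation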
#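 system = HEK293 cells stably co-expressing mouse TRPC4beta and mu-opioid receptor | schedule = Fluo4 dye loading 45 min at room temperature, 110 s recording | measure = B-scored integrated calcium fluorescence ratio | signal = Fluo4 calcium-sensitive dye fluorescence, kinetic, 1 Hz baseline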
# HDAC3 inh = human HDAC3 inhibition | recombinant HDAC3, fluorogenic peptide/trypsin coupled, fluorescence | O15379 | AID 2718 | 320,000 compounds, 0.15% hits | inhibition, % at 8.3 µM; in the data active means inhibition above about 26%, passing the limit was not always enough; inconclusive means no clear call, values can overlap the other calls
# KCNQ1 pot = potentiates or activates the human KCNQ1 potassium channel. P51787. CHO-K1 KCNQ1, thallium flux FluxOR fluorescence; active compounds read high. B-score at 10 µM. 310,000 compounds, 0.35% hits;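 active means fluorescence ratio B-score, a plate-corrected score, at least three library SD, with initial intensity B-score within 5 SD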
#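 Assay system: CHO-K1 cells stably expressing KCNQ1. Medium: assay buffer for compound exposure, DMSO matched across wells. Timing: 37 °C overnight plating, 90-min dark dye load, 20-min compound pretreatment. Signal: kinetic FluxOR fluorescence, 10 s baseline plus 110 s post-stimulus.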
# KCNK3 block = human KCNK3 channel inhibition, primary screen; CHO-KCNK3 thallium flux, FluxOR fluorescence; active compounds read low; 340,000 compounds, 0.84% hits; B-score at 10 µM; O14649;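 active means B-score under library mean minus 4 SD, starting fluorescence ratio at most library mean plus 5 SD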;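 further: more negative B-score means stronger inhibition of thallium flux through KCNK3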
# Target sequence (O14649 whole entry, looked up): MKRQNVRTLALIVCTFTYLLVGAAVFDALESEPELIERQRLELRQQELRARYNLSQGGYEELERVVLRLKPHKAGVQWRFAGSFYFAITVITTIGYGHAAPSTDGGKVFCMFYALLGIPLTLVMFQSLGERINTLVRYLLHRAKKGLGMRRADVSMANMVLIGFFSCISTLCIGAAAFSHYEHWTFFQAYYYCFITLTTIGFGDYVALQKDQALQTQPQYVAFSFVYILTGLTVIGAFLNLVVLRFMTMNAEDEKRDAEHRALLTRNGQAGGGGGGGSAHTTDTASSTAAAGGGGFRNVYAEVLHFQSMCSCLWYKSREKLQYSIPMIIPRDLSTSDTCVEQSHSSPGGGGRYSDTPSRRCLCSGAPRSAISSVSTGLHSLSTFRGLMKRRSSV
# hERG protect = compounds protecting human hERG from proarrhythmic drug block. Q12809. 310,000 compounds, 0.51% hits. CHO-hERG, FluxOR thallium flux, dofetilide IC70 present. activation (rescue from dofetilide block), less the hit threshold, % at 10 µM;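 active means activation above the mean of controls blocked by dofetilide plus 5 SD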;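 further: thallium influx through hERG after potassium depolarization seen as dye fluorescence rise; in these data hits start at about 4.7%; inactives centre near -7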
# TMEM16A inh = inhibitors of mouse TMEM16A calcium-activated chloride channel | normalized B-score (activity score, 25-100; higher = stronger inhibition) at 10 µM | HEK293 TMEM16A/YFP iodide influx fluorescence, ionomycin | 310,000 compounds, 1.2% hits | Q8BHY3;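 active means ratio plate-corrected score three or more library SD toward inhibition, starting fluorescence score within five deviations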;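 further: score derived from kinetic fluorescence span divided by baseline fluorescence per well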
# TMEM16A act = activators or potentiators of mouse TMEM16A chloride channel; Q8BHY3; HEK293 TMEM16A/YFP-H148Q/I152L, iodide quench fluorescence; active compounds read low; B-score at 10 µM; 340,000 compounds, 0.3% hits;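 active means fluorescence-ratio B-score plate-corrected deviation score at least 3 library SD below zero, with starting fluorescence score within 5 deviations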;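 further: channel opened by trigger with iodide after compound preincubation; score built on the fluorescence ratio of max minus min over baseline; more negative score means more quench and so TMEM16A activation or potentiation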
# KCNK9 block = human KCNK9 channel inhibition | Q9NPC2 | HEK293 KCNK9, FluxOR thallium flux fluorescence; active compounds read low | B-score at 10 µM | 310,000 compounds, 1.2% hits | AID 488922;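 active means ratio B-score over 3 SD below the library mean, with starting fluorescence within 5 SD of its mean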;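 further: negative B-score means less thallium flux so channel inhibition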
# Target sequence (Q9NPC2 whole entry, looked up): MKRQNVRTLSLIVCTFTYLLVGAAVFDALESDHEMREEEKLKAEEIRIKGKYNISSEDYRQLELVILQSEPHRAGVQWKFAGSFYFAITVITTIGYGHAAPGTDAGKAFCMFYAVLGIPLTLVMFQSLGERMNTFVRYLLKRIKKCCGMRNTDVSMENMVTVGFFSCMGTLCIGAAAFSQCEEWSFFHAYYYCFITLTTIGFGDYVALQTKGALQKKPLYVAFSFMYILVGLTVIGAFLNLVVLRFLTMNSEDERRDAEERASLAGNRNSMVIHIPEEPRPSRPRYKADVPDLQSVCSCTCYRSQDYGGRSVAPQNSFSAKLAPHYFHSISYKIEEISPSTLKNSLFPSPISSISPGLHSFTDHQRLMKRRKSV
# TRPC4 potent = TRPC4 (mouse) allosteric potentiation. HEK293 TRPC4beta/mu-opioid, DAMGO EC20, Fluo-4 Ca2+ flux; active compounds read high. AID 2227. B-score at 10 µM. 310,000 compounds, 0.42% hits;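 active means B-score of calcium response area above 5 SD of library B-scores, with initial fluorescence ratio within 5 SD of library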;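 further: B-score of integrated fluorescence ratio over time as area under calcium response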
# KCNQ1 inh = blocks the human KCNQ1 potassium channel | P51787 | CHO-K1 KCNQ1, FluxOR thallium flux fluorescence; active compounds read high | B-score at 10 µM | 310,000 compounds, 1.3% hits;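 active means compounds whose thallium flux B-score, printed positive for inhibition, exceeds three library SD while starting fluorescence stays within three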;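 further: channel opened by potassium depolarization with thallium stimulus after 20 min compound exposure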
# Dyrk1A ADPGlo = Dyrk1A (rat) kinase inhibition; Q63470; ADP-Glo luminescence, NFATc1 peptide; inhibition, % at 12.5 µM; 310,000 compounds, 0.43% hits; AID 504441; in the data active means inhibition above about 50%;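 further: plate controls were vehicle with enzyme for no effect and no enzyme for full effect; many of its hits are not listed in these tables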
# * = called active by the depositor; i = inactive; ? = inconclusive; / = not tested or not shown. These rows are one share of the data; count on the stated rates, not on these rows.
SMILES,TRPC4 agonist,HDAC3 inh,KCNQ1 pot,KCNK3 block,hERG protect,TMEM16A inh,TMEM16A act,KCNK9 block,TRPC4 potent,KCNQ1 inh,Dyrk1A ADPGlo
COc1cccc(NC(=O)[C@H](Cc2c[nH]c3ccccc23)NC(=O)[C@@H]2Cc3ccccc3CN2)c1,i,5,i,i,0,i,i,i,i,i,-6
CC(C)CC1Nc2ccc(C(=O)NCCCN3CCOCC3)cc2NC1=O (centres undefined),i,1,i,i,-11,i,i,i,i,i,1
COc1cc(/C=C2/C(=N)N3C=CSC3=NC2=O)ccc1OCCCOc1cc(C)ccc1C,i,3,i,i,-2,i,i,i,i,i,-3
Clc1cccc(OCCCCN2CCCCC2)c1,i,1,i,i,-3,i,i,i,i,i,/
COc1ccc(Br)cc1S(=O)(=O)n1ccnc1,i,4,i,i,-7,i,i,i,i,i,-1
Cc1cnc(C(=O)NCCc2ccc(Cl)cc2)cn1,i,-7,i,i,-2,i,i,i,i,i,5
COCCn1c(N2CCN(c3ccccc3)CC2)nc2c1c(=O)n(C)c(=O)n2C,i,-2,i,i,-10,i,i,i,i,i,3
O=C(CSC1=NCCS1)NCc1ccco1,i,1,i,i,-11,i,i,i,i,i,0
CC(=O)Nc1ccc(S(=O)(=O)N2CCN(C(=O)c3ccco3)CC2)cc1,i,4,i,i,-3,i,i,i,i,i,5
CN(C)S(=O)(=O)c1cc(NC(=O)CN2CCNC(=O)C2)ccc1Cl,i,-1,i,i,-3,i,i,i,i,i,-5
COc1ccc(NC(=O)CCCNC(=O)Cn2cnc3sc(C)c(C)c3c2=O)c(OC)c1,i,-7,i,i,-5,i,i,i,i,i,-3
COc1ccc(Nc2cc(C(=O)N3CCc4ccccc4C3)c3ccccc3n2)c(OC)c1,i,16,i,i,-14,i,i,i,i,7*,-2
CCCc1ccc2oc(C(=O)NCCc3cnn(C)c3)c(C)c2c1,i,-2,i,i,-14,i,i,i,i,i,1
O=C(Nc1cccc([N+](=O)[O-])c1)c1cc(S(=O)(=O)Nc2ccccn2)ccc1Cl,i,1,i,i,-4,i,i,i,i,i,2
CCOC(=O)c1c(NC(=S)Nc2ccc(Cl)cc2)sc(C)c1C,i,/,i,i,-11,/,i,i,i,i,-2
CC(=O)N1CCN(c2c(F)c(F)c(C(F)(F)F)c(F)c2F)CC1,i,/,i,i,-11,/,i,i,i,i,-2
COc1cc(-c2nc3ccccn3c2/N=C/c2ccc(F)cc2)ccc1O,i,-7,i,i,-8,i,i,i,i,i,1
Cc1ccc(-c2cc(C(F)(F)F)nc(SCC(=O)c3cccc([N+](=O)[O-])c3)n2)cc1,i,2,i,i,-11,i,i,i,i,i,0
N#CCCn1cc(C(N)=O)c(-c2ccc3ccccc3c2)n1,i,-2,i,i,-7,i,i,i,i,i,0
O=C(COc1ccc2c(-c3ccccc3)cc(=O)oc2c1)Nc1ccc(CN2CCOCC2)cc1,i,-4,i,i,-6,i,i,i,i,i,2
CN(C)c1ccc(NC(=O)Oc2ccccc2)cc1,i,-5,i,i,-2,i,i,i,i,i,2
CCOC(=O)N1CCN(C(=O)c2ccccc2NC(=O)c2ccc(Br)cc2)CC1,i,2,i,i,0,i,i,i,i,i,4
CCOc1ccc(NC(=O)N2CCc3ccccc3C2)cc1,i,3,i,i,-14,i,i,i,i,i,0
Cc1cc(OC(=O)c2ccccc2C(F)(F)F)c([N+](=O)[O-])c(=O)[nH]1,i,6,i,i,-3,i,i,i,i,i,-3
O=C(Nc1ccc([N+](=O)[O-])cn1)c1cc(-c2cccc(Cl)c2)nc2ccccc12,i,-1,i,i,-27,i,i,-7.1*,i,i,-3
O=C(c1cc2n(n1)C(C(F)(F)F)CC(c1ccc(Cl)cc1)N2)N1CCCC1 (centres undefined),i,0,i,i,-2,i,i,i,i,i,-3
Cc1ccc(-n2nc(C(=O)O)c(C)c(C#N)c2=O)cc1Cl,i,2,i,i,-9,i,i,i,i,i,-2
O=C(NCCC1=CCCCC1)C1CCN(S(=O)(=O)c2cccc3nsnc23)CC1,i,-1,i,i,-1,i,i,i,i,i,3
Cc1ccc(NC(=O)/C(Cl)=C\c2ccccc2)cc1,i,6,i,i,-5,i,i,i,i,i,-2
COc1ccc(Nc2ncc(C(=O)N3CCN(c4ccc(F)cc4)CC3)c3ccccc23)cc1,i,-2,i,i,-9,i,i,i,i,i,-1
CCCOP(=O)(OCCC)c1c([N+](=O)[O-])cc(C(F)(F)F)cc1[N+](=O)[O-],i,5,i,i,-6,i,i,i,i,i,-1
CC(C)Oc1ccc(C(=O)NCc2cccs2)cc1,i,-1,i,i,-9,i,i,i,i,i,-69
CCOC(=O)C(=CN(CCc1ccccc1)CC(=O)OC)C(=O)OCC,i,-4,i,i,2,i,i,i,i,i,0
COC(=O)c1c(NC(=O)CN2CCN(C(=O)c3ccco3)CC2)c2c(C)cccc2n1C,i,5,i,i,-12,i,i,i,i,i,-7
COC(=O)[C@@H](NC(=O)NC1CCCc2ccccc21)C(C)C (some centres undefined),i,-7,i,i,-6,i,i,i,i,i,5
COc1cccc(/C=N/NC(=O)c2csc(-n3nc(C)cc3C(F)(F)F)n2)c1,i,0,i,i,-3,i,i,-15*,i,i,4
O=C1NC(=O)C2(COC(c3cccnc3)OC2)S1 (centres undefined),i,-1,i,i,-8,i,i,i,i,i,1
COCCCNc1ncnc2sc3c(c12)CCC(C)C3 (centres undefined),i,-11,i,i,-13,i,i,i,i,i,49
Cc1ccc(NC(=O)NNC(=O)c2sccc2-n2cccc2)cc1,i,-3,i,i,-14,i,i,i,i,i,4
C[C@]1(C(=O)O)Cc2oncc2C[C@@H]1C(=O)O,i,-1,i,i,-4,i,i,i,i,i,2
CC(C)(C)c1ccc(NC(=O)Nc2ccc3ccccc3n2)cc1,i,0,i,i,-8,i,i,i,i,i,/
COC(=O)N/N=C/c1ccccc1,i,-8,i,i,2,i,i,i,i,i,-1
Cc1ccc(CN2CCC(n3nccc3NC(=O)C3CCOC3)CC2)cc1 (centres undefined),i,/,i,i,-7,i,i,i,i,i,-6
COC(=O)c1nnc(-c2ccccc2)c(-c2ccccc2)n1,i,2,i,i,-9,i,i,i,i,i,-2
Cc1ccc(S(=O)(=O)n2nc(OC(=O)c3ccccc3F)cc2N)cc1,i,14,i,i,-6,i,i,i,i,i,-2
CCn1cc(S(=O)(=O)CC(=O)N2CCc3ccccc32)c2ccccc21,i,-2,i,i,-15,i,i,i,i,i,0
Cc1c(C)n(CCc2ccccc2)c2ncnc(NCCCN(C)C)c12,i,?,i,i,-7,i,i,i,i,i,4
CCOC(=O)C1CCN(C(=O)COC(=O)c2ccc3c(c2)C(=O)N(c2ccc(OCC)cc2)C3=O)CC1,i,-2,i,i,-11,i,i,i,i,i,6
CC(C)CCNC(=O)CN(CCCN1CCOCC1)C(=O)Cn1nnc(-c2ccc(F)cc2)n1,i,6,i,i,-9,i,i,i,i,i,-2
CCc1cccc(CC)c1NC(=O)COC(=O)CC1c2ccccc2CCN1S(=O)(=O)c1ccc(F)cc1 (centres undefined),i,1,i,i,-9,i,i,i,i,i,-1
Cc1ccc(NC(=O)CCC(=O)N/N=C/c2cccnc2)cc1,i,0,i,i,-4,i,i,i,i,i,3
CCc1cc(=O)oc2cc(C)cc(OCC(=O)NC(Cc3c[nH]c4ccc(O)cc34)C(=O)O)c12 (centres undefined),i,2,i,i,-9,i,i,i,i,i,5
Cc1ccc(C2=N/C(=C/c3cccs3)C(=O)N2Nc2ccccc2)cc1,i,0,i,i,-10,i,i,i,i,i,9
Cc1ccc(Oc2ccc(S(=O)(=O)N3CCOCC3)cc2C(N)=O)cc1C,i,4,i,i,-13,i,i,i,i,i,3
COc1ccc(CCNC(=O)c2c[nH]c3ccccc3c2=O)cc1OC,i,-5,i,i,-17,i,i,i,i,i,7
COc1ccc(OC)c(NS(=O)(=O)c2c(C)nc3sccn3c2=O)c1,i,8,i,i,-11,i,i,i,i,i,3
CC(=O)OCC(=O)[C@@]1(O)CC[C@H]2[C@@H]3CCC4=CC(=O)C=C[C@]4(C)[C@H]3C(=O)C[C@@]21C,i,1,i,i,-8,i,i,i,i,i,-1
O=C(COc1ccc(F)cc1)OCCN1CCOCC1,i,11,i,i,-8,i,i,i,i,i,-6
Cc1ccc2nsnc2c1NC(=O)c1ccc([N+](=O)[O-])o1,i,2,i,i,-4,i,i,i,i,i,-3
CCCc1cc(C(=O)Nc2cccc([N+](=O)[O-])c2)cs1,i,-2,i,i,-12,i,i,i,i,i,16
# The results go on.
SMILES,TRPC4 agonist,HDAC3 inh,KCNQ1 pot,KCNK3 block,hERG protect,TMEM16A inh,TMEM16A act,KCNK9 block,TRPC4 potent,KCNQ1 inh,Dyrk1A ADPGlo
O=C(N/N=C/c1ccncc1)C1CC1C(=O)N/N=C/c1ccncc1 (centres undefined),i,3,i,i,-3,i,i,i,i,i,-4
CC(C)C(NS(=O)(=O)c1ccc2c(c1)oc(=O)n2C)C(=O)N1CCN(c2ccccc2F)CC1 (centres undefined),/,2,/,i,/,i,i,/,/,/,-1
COc1cccc(N/N=C/c2cccc(Br)c2O)c1,i,7,i,i,-21,i,i,i,i,i,7
Cc1ccc(C)c(SCC(=O)Nc2ccc(S(=O)(=O)Nc3ncccn3)cc2)c1,i,2,i,i,-8,i,i,i,i,i,-1
CCC(Sc1nc2n[nH]c(C)c2c(=N)n1-c1cc(Cl)ccc1C)C(=O)N1CCOCC1 (centres undefined),i,0,i,i,-9,i,i,i,i,i,2
CCCNC(=O)Cn1cnc([N+](=O)[O-])n1,i,-2,i,i,-6,i,i,i,i,i,-7
CCOC(=O)N1CCC(NC(=O)C2CCN(S(=O)(=O)N3CCC(C)CC3)CC2)CC1,/,-4,/,i,/,i,i,/,/,/,-2
COc1ccc(CNC(=O)C2CCN(C(=O)c3sccc3-n3cccc3)CC2)cc1,i,-1,i,i,-6,i,i,i,i,i,-1

# Screens as filed in PubChem.
